High-throughput results: PubChem BioAssay, National Center for Advancing Translational Sciences (NCATS)
ALDH1A1 inh: ALDH1A1 (human) enzyme inhibition | Purified ALDH1A1, NADH fluorescence, propionaldehyde substrate | Potency, µM (highest dose often 75.3 µM), for the others: at the highest dose activity, negative = inhibition, actives largely listed as inhibitors | 220,000 compounds, 7.3% hits; active = well fitted inhibition curve with a large enough effect, not every such curve was filed as active; inconclusive = small, poorly fitted or top-dose-only effect, or another doubt; inactive = no such curve, though single readings can be large or run the other way;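 also: plate controls were no enzyme wells and a reference inhibitor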
RECQ1 helicase: RECQ1 (human) helicase inhibition | P46063 | RECQ1 DNA unwinding, red fluorescence kinetic read | Potency, µM (top dose mostly 57.3 µM), for the others: at the highest dose activity, negative = inhibition, hits mostly inhibitors | 240,000 compounds, 0.54% hits;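 also: plate controls were vehicle for no effect and no enzyme for full effect; nearly all actives have a fitted effect of over 30% in size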
Target sequence (P46063 whole entry, looked up): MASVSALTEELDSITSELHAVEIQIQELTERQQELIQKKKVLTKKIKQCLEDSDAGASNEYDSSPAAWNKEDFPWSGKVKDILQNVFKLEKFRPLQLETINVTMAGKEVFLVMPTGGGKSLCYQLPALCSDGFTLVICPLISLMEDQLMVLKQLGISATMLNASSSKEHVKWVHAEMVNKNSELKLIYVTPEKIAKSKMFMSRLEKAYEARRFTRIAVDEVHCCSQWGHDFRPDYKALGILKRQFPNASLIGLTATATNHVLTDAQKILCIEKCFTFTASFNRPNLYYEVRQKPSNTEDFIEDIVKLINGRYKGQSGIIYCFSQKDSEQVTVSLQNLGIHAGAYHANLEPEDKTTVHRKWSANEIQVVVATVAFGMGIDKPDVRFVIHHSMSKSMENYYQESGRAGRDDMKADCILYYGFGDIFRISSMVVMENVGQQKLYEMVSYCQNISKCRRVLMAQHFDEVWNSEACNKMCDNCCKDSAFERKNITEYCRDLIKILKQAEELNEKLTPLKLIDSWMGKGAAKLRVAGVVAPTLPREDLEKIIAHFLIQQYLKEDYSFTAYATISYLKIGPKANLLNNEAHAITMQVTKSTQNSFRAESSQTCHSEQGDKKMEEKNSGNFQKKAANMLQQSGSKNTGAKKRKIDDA
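RECQ1T1 50 nM; forked duplex (20 bp + 30-nt ss tails) 200 nM, ATP 2 mM final; pH 8.0, 2 mM MgCl2, 2.5 ug/ml poly(dI-dC); 15 min compound preincubation; discontinuous kinetic read over 2 h at RT.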
Lamin A splicing: changes lamin A minigene splicing in HeLa cells. HeLa LMNA splicing GFP/RFP minigene ratio, 48 h. Potency, µM (doses to about 46.1 µM), for inactives: at the highest dose ratio change, negative = inhibition, usual class: inhibitors. 200,000 compounds, 0.01% hits; active = well fitted inhibition curve with a large enough effect in the signal ratio, with a control signal flat, not every such curve was filed as active; inconclusive = small, poorly fitted or top-dose-only effect, or effect the other way, or a change in a side signal; the % refers to the signal ratio; also: % is scaled to controls: 0 for no effect and ±100 for the full control effect
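S3 HeLa cells stably expressing lamin A-EGFP splicing minigene plus DsRed2, 600 cells/well, 48 h compound exposure at 37C. Laser-scanning cytometry; analysed as GFP (500-530 nm)/RFP (575-640 nm) total intensity ratio; 0.5% DMSO vehicle.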
Tau ThT inhib: inhibitors of human tau fibril formation, thioflavin T binding | P10636 | recombinant tau K18 P301L (four-repeat tau fragment), heparin-induced fibrillization, ThT fluorescence | Potency, µM (series often up to 57.4 µM), inactives show at the highest dose activity, negative = inhibition, actives largely listed as inhibitors | 270,000 compounds, 2.1% hits | AID 1460; also: % is scaled to controls: 0 for no effect and ±100 for the full control effect; nearly all actives have a fitted effect of over 55% in size
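Heparin-induced fibrillization of the P301L-mutant K18 repeat-domain fragment of human tau was followed by ThT binding in quantitative high-throughput format.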
KinaseGlo FLuc: blocks Kinase-Glo luciferase, a counter-screen artifact; Potency, µM (titrated, usually from 38.3 µM), for inactives: at the top dose activity change, negative = inhibition, most hits filed as inhibitors; Q27757; AID 1379; Kinase-Glo luciferase, ATP luminescence, 8 min; 200,000 compounds, 0.28% hits; also: % is scaled to controls: 0 for no effect and ±100 for the full control effect; nearly all actives have a fitted effect of over 60% in size
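Light output from Kinase-Glo luciferase with luciferin and 10 uM ATP in 50 mM imidazole pH 7.2, KCl, MgCl2, Tween 20, BSA; compound pin-delivered, 8-min ambient incubation, then luminescence read.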
JMJD2E inh: inhibitors of human JMJD2E histone demethylase; AID 2147; 230,000 compounds, 1.6% hits; Potency, µM (doses to about 57.1 µM), without a hit: top-dose activity change, negative = inhibition, most hits filed as inhibitors; JMJD2E catalytic domain, FDH-coupled NADH fluorescence (FDH is formaldehyde dehydrogenase); B2RXH2; active = well fitted inhibition curve with a large enough effect, not every such curve was filed as active; inconclusive = small, poorly fitted or top-dose-only effect, or another doubt; inactive = no such curve, though single readings can be large or run the other way;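 also: 0% = wells with enzyme and -100% = buffer wells without enzyme; nearly all actives have a fitted effect of over 50% in size; many of its hits are not listed in these tables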
Target sequence (B2RXH2 1-337 limits assumed): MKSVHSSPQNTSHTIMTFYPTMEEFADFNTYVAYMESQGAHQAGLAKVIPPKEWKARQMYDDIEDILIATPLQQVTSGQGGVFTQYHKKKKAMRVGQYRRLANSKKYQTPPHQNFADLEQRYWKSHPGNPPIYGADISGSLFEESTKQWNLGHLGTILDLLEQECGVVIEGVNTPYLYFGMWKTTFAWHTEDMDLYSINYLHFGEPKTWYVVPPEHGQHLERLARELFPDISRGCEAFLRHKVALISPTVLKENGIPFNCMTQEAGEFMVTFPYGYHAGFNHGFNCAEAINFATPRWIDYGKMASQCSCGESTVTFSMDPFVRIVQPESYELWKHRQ
L3MBTL1 block: blocks human L3MBTL1; Q9Y468; Potency, µM (highest dose often 57.1 µM), inactives show at the highest dose activity, negative = inhibition, actives largely listed as inhibitors; 230,000 compounds, 0.66% hits; AlphaScreen L3MBTL1–H3K9me1 peptide binding; AID 485360; also: % is scaled to controls: 0 for no effect and ±100 for the full control effect; nearly all actives have a fitted effect of over 60% in size
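AlphaScreen proximity signal between nickel-chelate acceptor and streptavidin donor beads (final 10 ug/mL) reports binding of 50 nM L3MBTL1 to 75 nM biotin-H3 K9me1 peptide; complex incubated with compounds 30 min at room temperature; cefsulodin titration as control.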
SMN2 splice up: SMN2 splice variant enhancement; HEK293 SMN2-luciferase splicing reporter, luminescence, 30-36 h; Potency, µM (top dose mostly 46.1 µM), inactives show at the top dose activity change, positive = activation, hits mostly activators; 210,000 compounds, 2.8% hits; AID 1458; also: % of control where 0% means no effect; nearly all actives have a fitted effect of over 55% in size
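qHTS luciferase splicing reporter: luminescence rises when SMN2 exon 7 is included in transfected HEK293 cells. Compound exposure lasted 30-36 h at 37C, with 4.5 mM final sodium butyrate as control, followed by a ONE-Glo read.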
* hit, by the source's call; i = inactive; ? = inconclusive; nt = no result given; [ ] = another dose, or the depositor's remark. Unless noted, calls follow the shape of the dose curve; as a rule, active = well fitted curve in the direction sought with a large enough effect; inconclusive = small, poorly fitted or top-dose-only effect, or another doubt; inactive = no such curve, though single readings can be large; an effect the other way counts as inactive or inconclusive. Potency is read from the fitted curve at half-maximal effect. Only part of the results is shown; the hit share may differ from the screen's.

SMILES | ALDH1A1 inh | RECQ1 helicase | Lamin A splicing | Tau ThT inhib | KinaseGlo FLuc | JMJD2E inh | L3MBTL1 block | SMN2 splice up
Cc1sc(-c2ccccn2)nc1OC(=O)c1ccc(Cl)c(Cl)c1 | 3% | 0% | 5% | -9% | -3% | 1% | 4% | 15%
OC(CNCc1ccc(Cl)cc1)(c1ccccc1)c1ccc(F)cc1 (stereo not given) | -5% | -5% | ? | -11% | 1% | 5% | 53%[activator] | -39%[inhibitor]
Cn1c(Cl)nc2ccccc21 | 5% | -1% | 14% | -1% | 0% | 1% | 7% | ?
CC1CCCCN1CC(=O)Nc1ccc(N2CCCCCC2)cc1 (stereo not given) | 20µM* | 20% | nt | 9% | -7% | -5% | ? | -47%[inhibitor]
COc1ccc(S(=O)(=O)NCC2CCCN(C(=O)CC3CCCC3)C2)cc1 (stereo not given) | 0.79µM* | 3% | 19%[46 µM] | -5% | -3% | -25% | -4% | nt
CCc1ccc2c(c1)c(N=NC1=NC(=O)CS1)c(O)n2CC | ? | -12% | 3%[0.0737 µM] | ? | -1% | 3% | -9% | 0%
Cc1[nH]c2ccccc2c1C(C[N+](=O)[O-])c1ccco1 (stereo not given) | ? | i | nt | ? | 1% | ? | nt | 1%
O=C1COCCOCCOCCOCC(=O)NCCN1 | 8% | i | nt | 2% | 1% | 4% | 5% | 1%
CSc1ccc(/C=N/NC(=O)c2ccc(O)cc2)cc1 | ? | -1% | 0% | -3% | 13µM* | ? | 2% | ?
COc1cccc(N2CCN(C(=O)c3c(C)nn(-c4ccccc4)c3C)CC2)c1 | -7% | -4% | nt | -19% | 1% | 3% | nt | -8%
COCCn1c(SCc2nc3sc(C(=O)OC)c(C)c3c(=O)[nH]2)nc2ccccc21 | -12% | -4% | 17% | ? | -1% | -6% | -6% | -19%
Cc1ccc(N2CN=c3s/c(=C\c4cccnc4)c(=O)n3C2)cc1 | 17% | -3% | -7% | -7% | -9% | 5% | -3% | 1%
Cc1ccsc1C1C(C#N)=C(N)N(N(C)C)C2=C1C(=O)CCC2 (stereo not given) | 14µM* | -10% | nt | -1% | 2% | -16% | -34% | -7%
CCc1ccc(C(=O)COC(=O)c2ccc(-c3nnc(-c4ccccc4)o3)cc2)cc1 | 12% | i | 1% | ? | -2% | 11% | -1% | 7.9µM*
Cc1nc2ccccc2n1CC(O)COCC1CC=CCC1 (stereo not given) | 5% | 12% | ? | -7% | -5% | 7% | nt | nt
Cc1ccc2c(c1)N(CCCC(=O)NCCCN1CCCC1=O)C(=O)CO2 | 0% | -1% | 2% | -3% | 2% | -4% | -3% | 19%
CC(C)c1nc2sc3c(=O)[nH]cnc3c2c2c1CCCC2 | nt | 14% | nt | -9% | nt | -7% | 12% | nt
Cc1ccc2c(c1)NC(=O)C(CC(=O)NC1CCCCC1C)O2 (stereo not given) | -4% | 3% | -14% | -6% | 0% | -8% | 15% | 1%
CC1(CN2CCC(n3c(=O)[nH]c4ccccc43)CC2)OCc2ccccc2-n2cccc21 (stereo not given) | 7% | -11% | nt | -14% | 3%[39.9 µM] | nt | nt | nt
O=C(COC(=O)c1c(Cl)ccc(Cl)c1Cl)NC(=O)NCc1ccccc1 | 4% | i | -4% | -3% | 4% | -3% | 23% | -6%

Of the compounds above, these have a Cl atom:
SMILES | ALDH1A1 inh | RECQ1 helicase | Lamin A splicing | Tau ThT inhib | KinaseGlo FLuc | JMJD2E inh | L3MBTL1 block | SMN2 splice up
Cc1sc(-c2ccccn2)nc1OC(=O)c1ccc(Cl)c(Cl)c1 | 3% | 0% | 5% | -9% | -3% | 1% | 4% | 15%
OC(CNCc1ccc(Cl)cc1)(c1ccccc1)c1ccc(F)cc1 (stereo not given) | -5% | -5% | ? | -11% | 1% | 5% | 53%[activator] | -39%[inhibitor]
Cn1c(Cl)nc2ccccc21 | 5% | -1% | 14% | -1% | 0% | 1% | 7% | ?
O=C(COC(=O)c1c(Cl)ccc(Cl)c1Cl)NC(=O)NCc1ccccc1 | 4% | i | -4% | -3% | 4% | -3% | 23% | -6%

New compounds follow
SMILES | ALDH1A1 inh | RECQ1 helicase | Lamin A splicing | Tau ThT inhib | KinaseGlo FLuc | JMJD2E inh | L3MBTL1 block | SMN2 splice up
CCCOc1ccc(C2C(C(=O)c3ccco3)=C(O)C(=O)N2CCN2CCOCC2)cc1OC (stereo not given) | ? | -2% | 1% | -17% | -7% | -6% | 1% | ?
CSCCC(NC(=O)c1ccc(Cl)cc1)C(=O)OCC(=O)c1ccc[nH]1 (stereo not given) | -6% | -1% | -1% | -9% | 3% | -6% | 0% | 7%
COc1ccc(CCN=C(N)NS(=O)(=O)c2ccc(F)cc2)cc1 | 2% | -3% | -7%[46 µM] | -2% | -1% | 2% | nt | -44%[inhibitor]
CCOC(=O)C1(Cc2ccccc2)CCN(Cc2ccon2)CC1 | ? | -6% | nt | -15% | -4% | 1% | 0% | nt
OC(CNCCc1ccc(C(F)(F)F)cc1)COc1cccc2ccccc12 (stereo not given) | -2% | 4% | -12% | ? | 0% | 16% | -3% | -43%[inhibitor]
CC(=O)NCC(=O)N(c1c(C)n(C)n(-c2ccccc2)c1=O)C1(C(=O)NC2CCCC2)CCCCC1 | 15% | -2% | -5% | 3% | -1% | 0% | 8%[11.4 µM] | -10%
CCOc1ccccc1Nc1nc2ccccc2n1C(C)C | 4% | i | -6%[46 µM] | -7% | -2% | -11% | -2%[11.4 µM] | -21%
CC1CCCN(c2nc3c(c(=O)n(C)c(=O)n3C)n2CCSc2nc3ccccc3s2)C1 (stereo not given) | 14µM* | -7% | ? | -6% | -2% | 3% | -4% | ?
CCOC(=O)CSc1nnc(CSc2nc3sc4c(c3c(=O)[nH]2)CCC4)n1-c1ccccc1 | 8% | i | 22% | -11% | -1% | -4% | nt | 11%
N=c1n(CCO)c2ccccc2n1Cc1ccccc1Cl | 3% | -2% | -16% | 0% | 3% | 4% | nt | 24%
COC(=O)CSc1nnc(-c2ccc(S(=O)(=O)N3CCC(C)CC3)cc2)o1 | 0% | 18% | 4% | ? | -2% | 2% | 9% | 8%
CCOc1ccccc1NC(=S)NC(=O)CCCOc1ccc(Cl)cc1Cl | 11µM* | -27% | ? | -19% | 2% | 3% | nt | -16%
Cc1cc(N2CCN(S(=O)(=O)c3ccc(C)c(C)c3)CC2)c2ccccc2n1 | -1% | -9% | ? | -17% | -7% | -14% | nt | -35%[inhibitor]
Cc1ccc(NC(=O)N(Cc2cccnc2)Cc2ccco2)cc1C | 5% | -14% | 10% | -5% | 7% | 6% | 5% | -35%[inhibitor]
Cc1ccc(C(C(=O)NC2CCCC2)N(Cc2cccnc2)C(=O)c2snc(C(N)=O)c2N)o1 (stereo not given) | 1% | -8% | ? | -4% | nt | 1% | 38%[activator] | nt
Cn1c(-c2ccc(Cl)cc2)ccc(C#N)c1=O | ? | -14% | ? | 0% | 1% | ? | 10% | 4%
CC(=O)C1=C(O)C(=O)N(c2cccnc2)C1c1ccc([N+](=O)[O-])cc1 (stereo not given) | 20µM* | -8% | 10%[46 µM] | 6% | -5% | -17% | nt | -57%
COc1ccc(CC(=O)NNC(=O)c2ccncc2)cc1 | 3% | i | 11%[46 µM] | 8% | -4% | -3% | nt | -36%[inhibitor]
CC(C)CNC(=O)COC(=O)c1cc(Cl)cc(Cl)c1N | ? | -13% | 9% | -3% | -1% | ? | nt | -3%
CN(c1ccc(OCC(=O)OCC(=O)NC2CCCC2)cc1)S(=O)(=O)c1ccc2ccccc2c1 | ? | -4% | -23%[46 µM] | -9% | 0% | -15% | -7% | -2%
Cc1cc(Br)ccc1NC(=O)CNC(=O)Cn1ncc(Cl)c(Cl)c1=O | 7% | i | nt | -6% | nt | -4% | -2% | nt
O=C(CSc1ccc(Cl)cc1)N1CCN(c2ncc(C(F)(F)F)cc2Cl)CC1 | 8% | -10% | ? | -28% | 2% | -3% | 17% | -30%[inhibitor]
O=C(N/N=C/c1cccc([N+](=O)[O-])c1)c1ccc(COc2ccccc2-c2ccccc2)cc1 | 8% | -17% | -1% | ? | -1% | 6% | 10% | -7%
O=C(O)CCCNC(=O)CC1S/C(=N/N=C/c2ccccc2O)NC1=O (stereo not given) | 5% | i | nt | -2% | -1% | 15% | nt | 22%
Cn1cccc1-c1nc2ccc(NC(=O)c3cccs3)cc2[nH]1 | -8% | -13% | 5% | 11µM* | 1% | -11% | -10% | 41%
O=C(c1cc(COc2ccc(F)cc2F)on1)N1CCCC(c2ccccc2)C1 (stereo not given) | ? | i | ? | -7% | 2% | 1% | 17% | nt
CCN(CC)C(=O)c1ccc(-c2cccs2)s1 | ? | -5% | nt | -16% | nt | ? | 10% | nt
Cc1cccc(N(C(=O)CNC(=O)c2ccco2)C(C(=O)NC2CCCC2)c2cccnc2)c1 (stereo not given) | -1% | i | ? | -2% | -1% | 3% | 12% | 9%
Cc1ccc(NC(=O)COC(=O)/C=C/c2cccs2)cc1 | 11% | 8% | -7% | 3% | -1% | 5% | -7% | 4%
CCOC(=O)N/N=C/c1ccccc1-c1cc(OC)ccc1OC | 11% | -8% | nt | -10% | 3% | -6% | nt | 17%
c1cncc(C(c2nnnn2C2CCCCC2)N2CCN3CCCC3C2)c1 (stereo not given) | -5% | 0% | 3% | -2% | 1% | 15% | 5% | 2%
CC1(C)Cc2ccccc2-c2nc(NCCCO)[nH]c(=O)c21 | ? | 13% | nt | 2% | nt | ? | -6% | nt
CC(C)(C)n1ncc2c(=O)n(CC(=O)N3CCCc4ccccc43)cnc21 | -26% | i | 3% | 1% | -2% | 5% | -3% | 6%
CC[N+](CC)(CC)CC[C@](O)(c1ccccc1)C1CCCCC1 | -3%[20.9 µM] | i | ? | nt | -1%[17.1 µM] | -2%[25.5 µM] | nt | 0%[20.6 µM]
